Source: PubChem BioAssay (National Center for Advancing Translational Sciences (NCATS))
PI5P4Ka inh: blocks human PI5P4K alpha kinase activity; P48426; PI5P4Kalpha enzyme, ADP-Glo luminescence, 60 min; stronger effect = lower value; 330,000 compounds, 1.2% hits; max response, %; AID 652105; active means max response of -50% or lower; inconclusive means between -30% and -50%; inactive means -30% or higher; further: value at the top dose of about 77 µM; on the % scale 0 is the no-effect control and ±100 the full control effect
Target sequence (P48426 whole entry, looked up): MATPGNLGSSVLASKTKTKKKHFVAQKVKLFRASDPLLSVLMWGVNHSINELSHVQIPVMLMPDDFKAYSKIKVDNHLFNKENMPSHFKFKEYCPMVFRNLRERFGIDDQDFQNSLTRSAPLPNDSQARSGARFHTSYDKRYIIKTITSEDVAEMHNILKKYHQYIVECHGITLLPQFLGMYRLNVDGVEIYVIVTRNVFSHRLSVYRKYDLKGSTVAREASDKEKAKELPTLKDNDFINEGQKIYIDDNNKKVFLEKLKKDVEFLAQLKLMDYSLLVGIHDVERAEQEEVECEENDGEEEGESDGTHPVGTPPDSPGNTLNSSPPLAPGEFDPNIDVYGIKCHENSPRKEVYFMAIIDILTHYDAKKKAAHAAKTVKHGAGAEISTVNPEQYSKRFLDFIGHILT
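qHTS, 1536-well: enzyme/substrate mix, compound by pin tool, 5 microM ATP final; RT 60 min; ADP-Glo reagents 1 (45 min) then 2 (30 min); luminescence.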
HEK293 tox: cytotoxicity in counter-screen for GLP-1R inverse agonists. HEK293 cAMP-luciferase reporter cells, luminescence, 24 h. Potency, µM (series often up to 38.3 µM), for inactives: at the top dose activity change, negative = inhibition, most hits filed as inhibitors. 410,000 compounds, 0.13% hits;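 further: loss of luciferase light is scored as toxicity; potency means the concentration at half of the fitted maximal effect; on the % scale 0 is the no-effect control and ±100 the full control effect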
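Seeding density was 200 cells/uL; after overnight-length (12 h) culture, 23 nL compounds went on for 24 h at 37 °C. Readout used a luciferase detection reagent, luminescence taken after 12 min at room temperature.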
EPAC1 antag: blocks human EPAC1 exchange factor; O95398; EPAC1 GEF assay, Rap1b-BODIPY-GDP exchange fluorescence; Potency, µM (series often up to 115 µM), inactives show at the highest dose activity change, negative = inhibition, most hits filed as inhibitors; 360,000 compounds, 0.14% hits;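 further: potency means the concentration at half of the fitted maximal effect; plate controls were vehicle for no effect and positive control for full effect; nearly all actives have a fitted effect of over 50% in size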
IL-2 act: activates IL-2 in a cell-based reporter assay; IL-2 activation reporter assay, cell-based qHTS; stimulated with anti-CD3/CD4/CD28 beads; in transgenic mouse T cells; 360,000 compounds, 0.065% hits; AID 652025; activation, % (series mostly up to about 46 µM); in the data active means activation above about 50%; inconclusive means mostly about 30% to 49%; further: 0% is about no effect
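First, unstimulated transgenic mouse T cells were exposed to compound for 60 min. Next, anti-CD3/anti-CD4-coated beads with anti-CD28 were added. Finally, after 18 h at 37 degrees C, EGFP and DsRed were imaged.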
GLP1R inv ag: acts as inverse agonist at human GLP-1 receptor. P43220. HEK293 GLP-1R CRE-luciferase, luminescence, 24 h; GLP-1R form is constitutively active. Potency, µM (titrated, usually from 38.3 µM), for the others: at the highest dose activity change, negative = inhibition, actives largely listed as inhibitors. 410,000 compounds, 1.6% hits; further: potency means the concentration at half of the fitted maximal effect; on the % scale 0 is the no-effect control and ±100 the full control effect; nearly all actives have a fitted effect of over 55% in size
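qHTS in 1536-well format: reporter HEK293 cells expressing constitutive GLP-1R activity in DMEM + 10% Nu serum, 24 hr with compounds at 37 deg C, luminescence read after 12 min with detection reagent.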
PLK1 PBD inh: blocks phosphopeptide binding to human PLK1 polo-box domain; 360,000 compounds, 2.8% hits; Potency, µM, inactives show max response, negative = inhibition, most hits filed as inhibitors; P53350; Plk1 PBD binding of FITC phosphopeptide, fluorescence polarization; AID 720504; further: potency means the concentration at half of the fitted maximal effect; series mostly up to about 57 µM; on the % scale 0 is the no-effect control and ±100 the full control effect; nearly all actives have a fitted effect of over 65% in size
GLP1R ag: GLP-1 receptor (human) agonism. P43220. HEK293 GLP-1R CRE-luciferase, luminescence, 4-6 h; cells express a hypersensitive GLP-1R form. Potency, µM (titrated, usually from 45.6 µM), for inactives: top-dose activation, usual class: activators. 380,000 compounds, 0.007% hits; further: potency means the concentration at half of the fitted maximal effect; % of control where 0% means no effect
PTHR1 ag: activates the human parathyroid hormone receptor PTHR1 | 410,000 compounds, 0.075% hits | AID 743266 | Potency, µM (series often up to 115 µM), for inactives: at the top dose activation, usual class: activators | HEK293 GP2 PTHR1 cells, GloSensor cAMP luminescence, 1 h | Q03431; further: potency means the concentration at half of the fitted maximal effect; nearly all actives have a fitted effect of over 55% in size; some results filed as inactive show a strong effect at the top dose; inactives centre near -15; many of its hits are not listed in these tables
Target sequence (Q03431 whole entry, looked up): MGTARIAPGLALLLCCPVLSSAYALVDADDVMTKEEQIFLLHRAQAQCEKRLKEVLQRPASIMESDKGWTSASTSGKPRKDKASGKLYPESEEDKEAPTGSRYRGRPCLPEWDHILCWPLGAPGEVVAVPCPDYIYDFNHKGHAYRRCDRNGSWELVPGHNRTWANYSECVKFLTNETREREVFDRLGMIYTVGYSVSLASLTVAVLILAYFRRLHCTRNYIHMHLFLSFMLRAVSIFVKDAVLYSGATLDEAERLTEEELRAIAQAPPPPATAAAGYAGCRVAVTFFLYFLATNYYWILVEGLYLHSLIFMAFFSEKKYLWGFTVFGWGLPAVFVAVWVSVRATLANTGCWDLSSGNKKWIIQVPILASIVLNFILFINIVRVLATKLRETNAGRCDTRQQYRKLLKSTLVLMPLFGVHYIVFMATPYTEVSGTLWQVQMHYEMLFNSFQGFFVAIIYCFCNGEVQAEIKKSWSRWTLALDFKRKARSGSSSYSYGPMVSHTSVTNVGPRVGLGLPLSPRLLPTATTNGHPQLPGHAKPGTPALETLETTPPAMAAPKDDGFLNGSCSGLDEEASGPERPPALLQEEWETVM
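HEK-293-derived GP2 cells expressing PTHR1 and a GloSensor cAMP reporter, 3,000/well, plated overnight, given luciferin plus IBMX (each 0.5 mM as added) for 1 h at 37 °C, then compound for 1 h at 37 °C. Luminescence was read after 15 min at room temperature.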
EPAC1 agonist: EPAC1 (human) agonism | O95398 | EPAC1 agonist qHTS, biochemical assay; response scale: 100% = response to 6.5 mM cAMP | Potency, µM (top dose mostly 154 µM), inactives show at the top dose activation, hits mostly activators | 360,000 compounds, 0.073% hits | AID 720707; further: potency means the concentration at half of the fitted maximal effect; nearly all actives have a fitted effect of over 60% in size
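Nucleotide exchange by EPAC1 (100 nM) on Rap1B–BODIPY-GDP (250 nM) in the presence of 50 uM GDP is tracked fluorescently at 480/540 nm over 30 min. Signals are normalized to a 6.5 mM cAMP control.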
Active calls of the source: *; i = inactive; ? = inconclusive; . = no result given; [ ] = dose if it differs, or a comment. Unless noted, the call rests on the fitted dose curve; in most records, active means well fitted curve in the direction sought with a large enough effect; inconclusive means small, poorly fitted or top-dose-only effect, or another doubt; inactive means no such curve, though single readings can be large; an effect the other way counts as inactive or inconclusive. This is a subset. The share of hits here may be higher or lower than overall.

nr	compound	PI5P4Ka inh	HEK293 tox	EPAC1 antag	IL-2 act	GLP1R inv ag
1	CCn1nc(C)c(CNC(=O)CCc2nnc(-c3ccc(C(C)=O)s3)o2)c1C	9.6	-5.1%	-1.9%	-2.2	31.5%[activator]
2	NC(=O)c1ccsc1NC(=O)COC(=O)c1cc(Cl)ccc1O	-16.7	-0.6%	10.2%	-1.0	23.7%
3	CC(=O)OC(C(=O)N1CCN(c2ccccc2F)CC1)c1ccccc1 (configuration not stated)	.	-1.5%	-1.1%	0.6	-9.7%
4	CC(C(=O)Nc1ccc(S(=O)(=O)Nc2ncccn2)cc1)N1C(=O)c2ccccc2S1(=O)=O (configuration not stated)	8.0	-3.7%	-1.7%	0.2	6.3%
5	CC(C)(C)c1ccc(/C=N/NC(=O)C[n+]2ccccc2)cc1	3.1	23.1%	-0.5%	1.5	1.7%
6	O=C1c2ccccc2-c2c1c1ccccc1c(=O)n2CCO	13.9	-19.2%	-6.2%	-9.3	7.2%
7	COc1ccc(NS(=O)(=O)c2cccc(C(=O)N/N=C(\C)c3ccc(-n4ccnc4)cc3)c2)cc1	-1.8	-20.8%	-6.9%	0.7	0.2%
8	Cc1cccc2sc(NC(=O)C3CCN(S(=O)(=O)c4cc([N+](=O)[O-])ccc4Cl)CC3)nc12	?	-2.5%	10.9%	-0.5	?

nr	PLK1 PBD inh	GLP1R ag	PTHR1 ag	EPAC1 agonist
1	0.0%	-5.7%	i	1.4%
2	-0.1%	9.5%	-16.8%	7.6%
3	1.5%	-9.5%	-14.6%	-2.9%
4	2.1%	0.1%	i	-0.2%
5	1.3%	2.5%	i	10.0%
6	-14.1%	14.1%	-22.2%	-7.3%
7	-11.0%	-3.0%	i	4.6%
8	?	-9.3%	-39.6%	-0.9%

Compounds from the list above that contain a Cl atom (two):
nr	compound	PI5P4Ka inh	HEK293 tox	EPAC1 antag	IL-2 act	GLP1R inv ag
2	NC(=O)c1ccsc1NC(=O)COC(=O)c1cc(Cl)ccc1O	-16.7	-0.6%	10.2%	-1.0	23.7%
8	Cc1cccc2sc(NC(=O)C3CCN(S(=O)(=O)c4cc([N+](=O)[O-])ccc4Cl)CC3)nc12	?	-2.5%	10.9%	-0.5	?

nr	PLK1 PBD inh	GLP1R ag	PTHR1 ag	EPAC1 agonist
2	-0.1%	9.5%	-16.8%	7.6%
8	?	-9.3%	-39.6%	-0.9%

(listing goes on)
nr	compound	PI5P4Ka inh	HEK293 tox	EPAC1 antag	IL-2 act	GLP1R inv ag
9	CCCc1cc(=O)[nH]c(SCC(=O)c2c(C)[nH]c3ccccc23)n1	0.1	-11.6%	-21.7%	1.7	-3.9%
10	O=C(CN1CCN(c2ccc(O)cc2)CC1)Nc1ccc2c(c1)OCCCO2	-10.2	-12.6%	0.4%	1.9	?
11	C/C(=N\NC(=O)c1n[nH]c2c1CCC2)c1cccs1	5.7	-19.7%	?	2.1	-24.1%
12	COc1cc2c(cc1OC)C(C)=NC1(CCCCC1)C2	-4.5	12.1%	7.4%	-0.3	11.1%
13	Cc1c(Cl)cccc1NC(=O)c1nc(C)n(-c2cc(OC(C)C)c(Cl)cc2Cl)n1	4.2	4.1%	-23.9%	-1.7	?
14	O=c1nc(Nc2ccccc2)sc2ccc([N+](=O)[O-])cc12	1.5	13.2%	-10.3%	-0.8	16.2%
15	COc1ccccc1CNC(=O)c1ccc2nc(C)c(N(C)Cc3ccc(NC(C)=O)cc3)n2c1	-4.3	-8.0%	14.0%	0.0	8.1%
16	Cn1c(=O)c2sc3c(c2n(CC(=O)Nc2ccccc2)c1=O)COC(C)(C)C3	-1.4	0.5%	-7.9%	2.0	9.4%

nr	PLK1 PBD inh	GLP1R ag	PTHR1 ag	EPAC1 agonist
9	-2.1%	5.1%	-10.1%	5.5%
10	-3.1%	2.8%	-12.4%	-17.7%
11	-4.5%	-0.5%	-28.1%	4.6%
12	-3.0%	0.6%	i	3.6%
13	0.8%	-11.2%	-41.0%[inhibitor]	0.0%
14	-10.6%	-2.2%	i	1.0%
15	-0.1%	6.6%	i	4.2%
16	-8.3%	1.5%	i	-3.2%

(listing goes on)
nr	compound	PI5P4Ka inh	HEK293 tox	EPAC1 antag	IL-2 act	GLP1R inv ag
17	CC(=O)c1ccc(N2CCN(c3ccnc4cc(Cl)ccc34)CC2)cc1	11.3	1.7%	9.3%	-5.1	-2.7%
18	CCn1nc(C)c(/C=N/NC(=O)c2c[nH]c3ccccc23)c1C	-9.0	-18.0%	15.7%	1.1	80.7%[activator]
19	Cc1cc(C)cc(C(=O)OCC(=O)Nc2cccc(S(=O)(=O)NC3=NCCCCC3)c2)c1	8.3	3.4%	-22.4%	-0.7	-29.6%
20	COc1cc2c(cc1[N+](=O)[O-])-c1ccccc1C2	-3.6	1.1%	-16.4%	7.6	4.2%
21	O=C(CSc1nc2ccccc2c(=O)n1CCCN1CCOCC1)Nc1cccc(S(=O)(=O)N2CCCCCC2)c1	16.1	-3.8%	-23.4%	-2.8	?
22	CSc1nnc(C)c(=O)n1COC(=O)COc1ccc(Cl)cc1	-9.3	-2.9%	?	-0.1	16.6%
23	CCn1cc(CNC(=O)CCc2ccc(OC)cc2)cn1	2.4	-16.2%	-12.0%	2.6	2.7%
24	CCOc1ncccc1C(=O)N1CCN(S(=O)(=O)c2cccs2)CC1	-8.7	-3.1%	-17.0%	0.1	4.5%

nr	PLK1 PBD inh	GLP1R ag	PTHR1 ag	EPAC1 agonist
17	-4.2%	1.3%	-40.7%[inhibitor]	-2.7%
18	2.4%	11.8%	i	-7.7%
19	-7.2%	-13.6%	-32.1%[inhibitor]	-7.4%
20	3.3%	14.6%	-13.0%	-2.6%
21	-10.0%	5.5%	-21.7%	13.1%
22	-13.8%	-0.2%	i	6.1%
23	1.9%	-8.7%	i	1.0%
24	-5.0%	3.1%	i	-8.4%

Next part
nr	compound	PI5P4Ka inh	HEK293 tox	EPAC1 antag	IL-2 act	GLP1R inv ag
25	Cc1ccc(C(=O)NC(=S)NCC2CCCO2)cc1Br (configuration not stated)	9.1	?	-17.6%	-4.8	-72.1%
26	COc1ccc(OC)c(NC(=O)C2CCCN2C(=O)OCc2ccccc2)c1 (configuration not stated)	-6.5	-25.3%	12.1%	1.0	-9.4%
27	CCCc1[nH]c2ccc(C#N)cc2c1CCC	-7.0	?	-27.0%	0.7	10µM*
28	CCC(=O)O[C@]1(C(=O)CCl)[C@@H](C)C[C@H]2[C@@H]3CCC4=CC(=O)C=C[C@]4(C)[C@@]3(F)[C@@H](O)C[C@@]21C	2.4	2.7%	-3.2%	-0.5	?
29	COc1cc2ccccc2cc1C(=O)Nc1ccc(N2CCOCC2)cc1	5.8	-7.6%	9.1%	0.5	-3.4%
30	CNC(=O)OCN1C(=O)C2CC=CCC2C1=O (configuration not stated)	0.4	1.1%	-14.2%	-0.3	5.9%
31	CCC(C)NC(=O)CSc1nnc(-c2cc(-c3cccs3)nc3ccccc23)o1 (configuration not stated)	-0.9	3.4%	-9.7%	0.6	-23.5%
32	C=CCn1c(SCC(=O)Nc2ccc(Cl)cn2)nnc1C1CC1	0.0	0.3%	-4.1%	-0.9	-3.2%

nr	PLK1 PBD inh	GLP1R ag	PTHR1 ag	EPAC1 agonist
25	0.7%	-3.9%	-16.8%	-3.7%
26	-10.0%	1.2%	-47.0%[inhibitor][57.5 µM]	2.6%
27	-0.1%	-1.6%	-9.8%	-23.2%
28	1.8%	-3.6%	-16.3%	-2.7%
29	5.5%	1.9%	-38.7%[inhibitor]	1.5%
30	-2.9%	-0.2%	-19.8%	2.9%
31	-6.6%	-3.8%	-9.7%[57.5 µM]	7.0%
32	-3.8%	2.5%	-2.7%	-2.1%

Three compounds out of the list above, sorted by their value in IL-2 act, lowest first:
| no. | Molecule | PI5P4Ka inh | EPAC1 antag | IL-2 act | GLP1R inv ag | PLK1 PBD inh | GLP1R ag | PTHR1 ag |
| --- | --- | --- | --- | --- | --- | --- | --- | --- |
| 25 | Cc1ccc(C(=O)NC(=S)NCC2CCCO2)cc1Br (configuration not stated) | 9.1 | -17.6% | -4.8 | -72.1% | 0.7% | -3.9% | -16.8% |
| 32 | C=CCn1c(SCC(=O)Nc2ccc(Cl)cn2)nnc1C1CC1 | 0.0 | -4.1% | -0.9 | -3.2% | -3.8% | 2.5% | -2.7% |
| 30 | CNC(=O)OCN1C(=O)C2CC=CCC2C1=O (configuration not stated) | 0.4 | -14.2% | -0.3 | 5.9% | -2.9% | -0.2% | -19.8% |

(next part)
nr	compound	PI5P4Ka inh	HEK293 tox	EPAC1 antag	IL-2 act	GLP1R inv ag
33	COc1ccc(-c2nsc(SCC(=O)NCC3CCCO3)n2)cc1 (configuration not stated)	4.6	-7.9%	9.6%	0.0	11.6%
34	O=C(CSC1CS(=O)(=O)c2cc([N+](=O)[O-])ccc21)NNC(=O)c1ccc(Cl)cc1 (configuration not stated)	-14.7	-8.4%	-5.1%	-4.4	-25.3%
35	COc1ccc(-c2cnc3c(NC(C)=O)cc(-c4cccc(NS(C)(=O)=O)c4)cn23)cc1OC	-5.7	-2.1%	10.7%	-0.9	17.2%
36	O=S(=O)(c1ccc(SCCOc2ccc(F)cc2)nc1)N1CCCC1	4.4	3.6%	-29.1%	-0.1	-6.2%
37	COc1ccc(S(=O)(=O)Nc2ccc(S(=O)(=O)N3CCCC3)cc2)cc1	.	-26.8%	5.3%	-0.4	2.2%

nr	PLK1 PBD inh	GLP1R ag	PTHR1 ag	EPAC1 agonist
33	-10.8%	-3.7%	-18.7%	6.2%
34	-5.8%	9.0%	i	-3.7%
35	2.1%	?	2.9%	0.2%
36	?	-4.0%	-92.4%[inhibitor]	2.7%
37	-0.7%	11.1%	-2.2%	6.0%
